# BAZ2B block = inhibitors of human BAZ2B bromodomain; 360,000 compounds, 4.4% hits; AlphaScreen BAZ2B-H3K14Ac peptide displacement; Q9UIF8; Potency, µM (top dose mostly 114 µM), for the others: at the highest dose activity change, negative = inhibition, actives largely listed as inhibitors; note: potency is the fitted concentration of half-maximal effect; % is set by controls: 0 for no effect and ±100 for the full control effect; nearly all actives have a fitted effect of over 60% in size
#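 In this displacement format the biotinylated H3(5-23) peptide acetylated at Lys14 serves as ligand at 50 nM, with BAZ2B at 50 nM in PBS pH 7.4 containing 0.01% Tween-20. Donor and acceptor beads are 10 ug/mL final.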
# PI4K2A inh = blocks human PI4K2A kinase activity; 420,000 compounds, 0.13% hits; Q9BTU6; activity change, negative = inhibition, % at 76.9 µM; purified PI4K2A, ADP-Glo luminescence, 1 h; active compounds read low; AID 1346378; in the data active = activity change below about -50%; inconclusive = mostly about -30% to -49%;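 note: -100% = wells without enzyme as full effect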
# Target sequence (Q9BTU6 whole entry, looked up): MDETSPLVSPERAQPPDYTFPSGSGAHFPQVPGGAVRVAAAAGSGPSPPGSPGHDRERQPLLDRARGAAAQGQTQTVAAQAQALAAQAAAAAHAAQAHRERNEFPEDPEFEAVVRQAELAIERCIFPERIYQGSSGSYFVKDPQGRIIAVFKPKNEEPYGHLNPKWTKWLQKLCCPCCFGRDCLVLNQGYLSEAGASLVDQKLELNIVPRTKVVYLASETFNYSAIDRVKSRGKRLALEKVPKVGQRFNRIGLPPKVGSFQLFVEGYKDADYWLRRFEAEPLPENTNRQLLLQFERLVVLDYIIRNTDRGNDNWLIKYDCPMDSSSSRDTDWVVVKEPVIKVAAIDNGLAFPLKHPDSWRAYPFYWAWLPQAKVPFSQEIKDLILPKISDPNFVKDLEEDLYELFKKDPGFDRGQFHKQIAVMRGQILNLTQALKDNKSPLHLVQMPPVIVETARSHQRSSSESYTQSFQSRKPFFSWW
#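 In this quantitative HTS, ADP production by PI4K2A was quantified luminescently after 1 h at ambient temperature; 100 microM adenosine served as plate-quality control.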
# JMJD2A Tudor inh = JMJD2A Tudor domain (human) inhibition; AlphaScreen JMJD2A-Tudor / H3K4me3 peptide binding; Potency, µM (series often up to 114 µM), inactives show at the top dose activity change, negative = inhibition, actives largely listed as inhibitors; 390,000 compounds, 4.4% hits; AID 504339; note: potency is the fitted concentration of half-maximal effect; % is set by controls: 0 for no effect and ±100 for the full control effect; nearly all actives have a fitted effect of over 50% in size
# G9a block = blocks human histone lysine methyltransferase G9a. Potency, µM (highest dose often 102 µM), for the others: at the highest dose activity, negative = inhibition, hits mostly inhibitors. Q96KQ7. AID 504332. 350,000 compounds, 8.8% hits. G9a H3K9 monomethylation, AlphaScreen, 2 h; note: potency is the fitted concentration of half-maximal effect; % is set by controls: 0 for no effect and ±100 for the full control effect; nearly all actives have a fitted effect of over 75% in size
#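 Readings reflect AlphaScreen signal from monomethyl-H3K9 antibody detection. HMT at 20 nM; substrate b-H3K9 500 nM; cofactor SAM 20 uM; 2 h RT reaction; compounds tested as titrations in qHTS with 15 min preincubation.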
# ERG Ets-DNA blk = blocks human ERG Ets domain binding to DNA; P11308; fluorescence polarization, His-ERG Ets domain / labelled DNA; Potency, µM (top dose mostly 76.9 µM), inactives show at the top dose FP activity, negative = inhibition, hits mostly inhibitors; 370,000 compounds, 0.028% hits; active = well fitted inhibition curve with a large enough effect in the polarisation, with a control signal flat; inconclusive = small, poorly fitted or top-dose-only effect, or effect the other way, or a change in a side signal; inactive = no such curve, though single readings can be large or run the other way; the % refers to the polarisation;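 note: polarization taken with two DNA probes labelled with fluorescein and Texas red; potency is the fitted concentration of half-maximal effect; % of control where 0% means no effect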
#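 His-tagged ERG Ets domain (1 uM in the protein solution; 300mM KCl, 50mM Tris-HCl, 1mM EDTA, 1mM DTT, pH 7.5) received compound, then a probe mix of 5 nM fluorescein-DNA and 100nM Texas-615-DNA. Fluorescence polarization was read for both dyes.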
# GLS inhibitor = glutaminase GLS (human) inhibition. GLS enzymatic activity, qHTS titration. Potency, µM (doses to about 45.5 µM), inactives show at the highest dose activity change, negative = inhibition, usual class: inhibitors. 410,000 compounds, 0.21% hits; note: potency is the fitted concentration of half-maximal effect; % is set by controls: 0 for no effect and ±100 for the full control effect
#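 Two-point fluorescence kinetic (t0, 30 min RT) for hKGA; glutamate detected via glutamate oxidase–HRP–Amplex Red. Substrate: 1 mM L-glutamine solution; buffer 45 mM KH2PO4, pH 8.2.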
# HP1b binding inh = HP1-beta chromodomain-methylated histone interaction inhibition | AID 540317 | 390,000 compounds, 0.56% hits | Potency, µM (highest dose often 114 µM), for inactives: at the highest dose activity change, negative = inhibition, actives largely listed as inhibitors | AlphaScreen HP1-beta / biotin-H3K9me3 peptide binding | P83916; note: potency is the fitted concentration of half-maximal effect; nearly all actives have a fitted effect of over 70% in size; inactives centre near 23
# Target sequence (P83916 whole entry, looked up): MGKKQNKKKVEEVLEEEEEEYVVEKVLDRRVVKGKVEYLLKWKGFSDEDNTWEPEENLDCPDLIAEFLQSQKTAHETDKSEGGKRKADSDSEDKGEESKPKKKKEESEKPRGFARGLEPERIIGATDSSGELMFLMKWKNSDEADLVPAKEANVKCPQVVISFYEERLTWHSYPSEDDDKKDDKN
#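 AlphaScreen: HP1-beta (50 nM) preformed 30 min with biotin-H3(1-18)K9me3 peptide (50 nM) in PBS pH 7.4, 0.01% Tween-20. Compound added for 30 min at RT, then streptavidin donor/nickel chelate acceptor beads (10 ug/mL) for 30 min.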
# ALOX12 inh = ALOX12 (human) lipoxygenase inhibition; P18054; purified 12hLO, xylenol orange hydroperoxide absorbance; Potency, µM (top dose mostly 108 µM), for the others: top-dose activity change, negative = inhibition, usual class: inhibitors; 580,000 compounds, 1.1% hits; AID 1671190; note: potency is the fitted concentration of half-maximal effect; % is set by controls: 0 for no effect and ±100 for the full control effect
#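 Purified human 12hLO at 150 nM in 25 mM Hepes, 0.01% Triton X-100, pH 7.0, preincubated 15 min at room temperature with compound. Reaction started with 40 uM arachidonic acid, 30 min at room temperature. Hydroperoxide measured by Fe-xylenol orange, 573/405 nm absorbance ratio.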
# RGS4 inhibitor = blocks human RGS4-accelerated GTP hydrolysis; P49798; Transcreener GDP fluorescence polarization, RGS4-accelerated GTP hydrolysis; Potency, µM (series often up to 114 µM), without a hit: at the top dose activity change, negative = inhibition, usual class: inhibitors; 390,000 compounds, 0.039% hits; AID 504845; note: potency is the fitted concentration of half-maximal effect; % is set by controls: 0 for no effect and ±100 for the full control effect; nearly all actives have a fitted effect of over 75% in size; some results filed as inactive show a strong effect at the top dose
# Target sequence (P49798 whole entry, looked up): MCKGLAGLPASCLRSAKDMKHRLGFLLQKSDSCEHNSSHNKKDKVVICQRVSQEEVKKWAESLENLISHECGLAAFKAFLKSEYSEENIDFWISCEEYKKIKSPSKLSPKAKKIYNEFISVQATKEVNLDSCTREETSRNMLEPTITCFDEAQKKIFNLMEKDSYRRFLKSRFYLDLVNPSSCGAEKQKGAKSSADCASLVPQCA
#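 MLSMR compounds (23 nl, pin-transferred) preincubated 10 min at room temperature with a 500nM (2x) first reagent, then RGS4 at 900nM (2x) plus Transcreener GDP mix added; fluorescence polarization (620/688 nm) read before and after 90 min at 30 °C.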
# An asterisk follows results filed as active; ? = inconclusive; · = not tested or not shown; [ ] = another dose, or the depositor's remark. Unless noted, calls come from the whole dose curve; as a rule, active = well fitted curve in the direction sought with a large enough effect; inconclusive = small, poorly fitted or top-dose-only effect, or another doubt; inactive = no such curve, though single readings can be large; an effect the other way counts as inactive or inconclusive.
(1) CCc1nn(C(C)C(=O)N2CCc3ccccc3C2)c(=O)c2cc3occc3n12 (stereo unspecified)
(2) Oc1cccc(/C=N/Nc2cccc3cccnc23)c1
(3) C=CCn1c(SCC(=O)Nc2ncc(Cc3ccc(C)c(Cl)c3)s2)nnc1-c1ccncc1
(4) Clc1ccc(OCCSc2ncccn2)c2ccccc12
(5) O=C(NS(=O)(=O)Nc1ccccc1)C1=C(N2CCCC2)COC1=O
(6) Oc1ccc(Cl)cc1-c1cc(-c2ccccc2Cl)[nH]n1
(7) Cc1ccc2c(CC(=O)NNC(=O)c3ccccc3)coc2c1
(8) COc1ccc(/C=N/NC(=O)c2[nH]c3ccc(C)cc3c2-c2ccccc2)c(C(=O)O)c1OC
(9) O=C(CCNS(=O)(=O)c1ccc2c(c1)CCN2C(=O)C1CC1)N1CCN(c2cccc(Cl)c2)CC1
(10) O=C(N/N=C/c1c[nH]c2ccc(Br)cc12)c1ccc2c(c1)OCO2

assay / entry,1,2,3,4,5,6,7,8,9,10
RGS4 inhibitor,8%,-29%,33%,12%,-10%,21%,5%,14%,-2%,-8%
GLS inhibitor,-1%,-8%,-1%,·,5%,-2%,1%,5%,-12%,-2%
ERG Ets-DNA blk,-9%,9%,0%,-9%,13%,-18%,-2%,-4%,-3%,-3%
HP1b binding inh,21%,?,12%,235%[activator],28%,20%,18%,?,2%[57 µM],-8%
JMJD2A Tudor inh,-16%,?,-1%,301%[activator],100µM*,-1%,-6%,-10%,-14%,?
BAZ2B block,2%,?,-8%,124%[activator],·,4%,4%,-22%,-19%,?
ALOX12 inh,9%,?,-19%,-26%,16µM*,-35%,-2%,26%,-3%,-1%
PI4K2A inh,2,-9,0,-4,-6,1,-13,3,-1,4
G9a block,11%[12.7 µM],35µM*,-7%[59 µM],43%[59 µM],·,17%[59 µM],24%[59 µM],-11%,-30%[59 µM],?

# Another view of some results above:
item	SMILES	RGS4 inhibitor	GLS inhibitor	ERG Ets-DNA blk	HP1b binding inh	JMJD2A Tudor inh	BAZ2B block	ALOX12 inh	PI4K2A inh	G9a block
3	C=CCn1c(SCC(=O)Nc2ncc(Cc3ccc(C)c(Cl)c3)s2)nnc1-c1ccncc1	33%	-1%	0%	12%	-1%	-8%	-19%	0	-7%[59 µM]
6	Oc1ccc(Cl)cc1-c1cc(-c2ccccc2Cl)[nH]n1	21%	-2%	-18%	20%	-1%	4%	-35%	1	17%[59 µM]
8	COc1ccc(/C=N/NC(=O)c2[nH]c3ccc(C)cc3c2-c2ccccc2)c(C(=O)O)c1OC	14%	5%	-4%	?	-10%	-22%	26%	3	-11%

# Next part:
(11) CCOC(=O)Cc1nnc(NCc2ccccc2)c2ccccc12
(12) CCn1cc([N+](=O)[O-])c(C(=O)N2N=C(c3ccc(O)c(OC)c3)CC2c2ccccc2O)n1 (stereo unspecified)
(13) CCOC(=O)c1cnn(-c2ccccc2)c1-c1ccccc1
(14) N=C1/C(=C\c2ccc(OC(=O)c3ccco3)cc2)C(=O)N=C2SC=NN12
(15) CC(C)C(OC(=O)/C=C/c1ccc2c(c1)OCO2)C(=O)NC(N)=O (stereo unspecified)
(16) Cc1ccc(C(=O)N/C(=C/c2ccco2)C(=O)N2CCOCC2)cc1
(17) CCc1ccc(NC(=O)COC(=O)/C(=C/c2ccccc2OC)c2ccccc2)cc1
(18) COc1ccc(Br)cc1C(=O)NC(=S)Nc1c(C)n(C)n(-c2ccccc2)c1=O
(19) CCCCCN(C(=O)CCCSc1nncs1)c1c(N)n(CCCC)c(=O)[nH]c1=O
(20) Oc1ccc(COCc2ccccc2)c2cccnc12

assay / entry,11,12,13,14,15,16,17,18,19,20
RGS4 inhibitor,7%,-8%,33%,10%,18%,2%,-2%,11%,13%[56.9 µM],14%[11.4 µM]
GLS inhibitor,2%,25%,7%,-1%,2%,-6%,1%,0%,8%,0%
ERG Ets-DNA blk,-19%,-2%,-3%,-4%,3%,-19%,-6%,-1%,-14%,-11%
HP1b binding inh,25%,-21%,69%[activator],-11%,9%,19%,15%,6%,31%,45%[activator]
JMJD2A Tudor inh,-11%,-28%,33%,?,-17%,5%,-26%,-15%,-11%,?
BAZ2B block,-11%,-6%,25%,·,-20%,0%,-1%,3%,-13%,28µM*
ALOX12 inh,5%,-20%,17%,-11%,-11%,-17%,-3%,30%[activator],8%,?
PI4K2A inh,1,-2,0,-5,6,0,3,2,-1,-7
G9a block,-4%,40µM*,18%[59 µM],-45%,-16%,?,-18%,?,-28%,23%[12.7 µM]

(21) CCOc1ccc(/C=N/NC(=O)Cc2csc(Nc3cccc(C(F)(F)F)c3)n2)c(OCC)c1
(22) CCn1ncc(S(=O)(=O)NCc2ccco2)c1C
(23) Cc1ccc(C(=O)CCC(=O)OCC(=O)NNC(=O)c2ccc([N+](=O)[O-])cc2)cc1
(24) COCC(=O)N1CCC(Oc2ccc(C(=O)NCc3cc(C)n(C)n3)cc2)CC1
(25) Cc1nc(C)c(-c2csc(Nc3ccc(N)cc3)n2)s1
(26) COC(=O)c1ccc(C(=O)OC)c(NC(=O)COC(=O)CC2CC3CCC2C3)c1 (stereo unspecified)
(27) O=c1cc(/C=C/c2ccccc2)oc2ccccc12
(28) CCOc1ccc(C(=O)Nc2cccc(-c3nc4ccccc4[nH]3)c2C)cc1[N+](=O)[O-]
(29) C=CCOc1ccc2c(c1)c(S(=O)(=O)c1ccc(C)cc1)cn2COC
(30) O=[N+]([O-])c1ccc(/C([O-])=C(/C(=S)Nc2ccccc2F)[n+]2ccccc2)cc1

assay / entry,21,22,23,24,25,26,27,28,29,30
RGS4 inhibitor,-15%,-25%,-32%,19%,?,-1%,-21%,0%,3%,-8%
GLS inhibitor,1%,-6%,17%,10%,28%,-1%,-4%,-1%,13%,-6%
ERG Ets-DNA blk,-4%,18%,·,3%,-1%,3%,-1%,-5%,·,11%
HP1b binding inh,8%,39%[activator],38%,20%,?,105%,15%,25%,27%,-6%[57 µM]
JMJD2A Tudor inh,?,-5%,-8%,-13%,50µM*,2%,-6%,-10%,-15%,-26%
BAZ2B block,?,-25%,-27%,0%,28µM*,-3%,-4%,-4%,19%,-35%
ALOX12 inh,354%[activator],6%,1%,6%,2%,-18%,12%,-5%,-7%,-24%
PI4K2A inh,3,4,-7,2,0,-12,1,-3,2,-1
G9a block,36%[12.7 µM],-6%,-8%[59 µM],8%[0.501 µM],40µM*,57%[activator],-33%,7%[59 µM],-15%[59 µM],50µM*

(31) Cc1ccc(NC(=O)c2ccc(C#CC3(O)CCCCC3)cc2)cc1C
(32) O=C(CCc1nnc2ccc(NCc3ccco3)nn12)Nc1cccc(F)c1
(33) CCOC(=O)/C=C1\Nc2ccccc2OC1=O
(34) COc1ccc(-c2nc3n(c2C)CCC3)cc1
(35) Cc1cccc2sc(N(CCCN(C)C)C(=O)c3ccco3)nc12
(36) COC(=O)c1sc(NC(=S)NC(=O)c2ccc(C)cc2)nc1C
(37) Cc1ccccc1OCC(=O)Nc1ccc(C(=O)Nc2ccccc2C(=O)O)cc1
(38) O=C(Nc1ccc(F)c(F)c1)c1ccco1
(39) S=c1[nH]nc(-c2cc(-c3ccco3)[nH]n2)n1-c1cccc2ccccc12
(40) Cc1ccccc1-n1c(=O)n(Cc2ccco2)c(=O)c2[nH]cnc21

assay / entry,31,32,33,34,35,36,37,38,39,40
RGS4 inhibitor,-13%,9%[56.9 µM],-16%,-10%,20%,5%,23%,-12%,?,-25%
GLS inhibitor,-2%,-3%,22%,7%,11%,31%,10%,0%,?,-11%
ERG Ets-DNA blk,4%,1%,-6%,-2%,1%,-9%,-3%,-1%,2%,-10%
HP1b binding inh,46%[activator],23%,31%,-1%,29%,14%,-19%,35%,?,37%[activator]
JMJD2A Tudor inh,-12%,?,-10%,-16%,-19%,-7%,-6%,1%,89µM*,-6%
BAZ2B block,-4%,?,?,-23%,?,1%,-18%,-34%,40µM*,-1%
ALOX12 inh,5%,10%,?,?,-5%,5%,-15%,-7%,?,7%
PI4K2A inh,2,8,1,-4,-6,3,-2,-1,-6,4
G9a block,13%[59 µM],?,11%[59 µM],-22%[59 µM],?,11%,14%,-1%,4µM*,?

(41) O=C1c2ccccc2-c2ncnc3c(N4CCOCC4)cc(N4CCOCC4)c1c23
(42) CC(OC(=O)c1ccc(Cl)cc1O)C(=O)NCCC1=CCCCC1 (stereo unspecified)
(43) CCOC(=O)c1c(C)[nH]c(O)c1C=Nc1ccc(C(F)(F)F)cc1
(44) S=c1[nH]nc(NCCc2ccccc2)s1
(45) COc1ccc(C(CNC(=O)CNC(=O)c2cccc(C)c2)N2CCCCC2)cc1 (stereo unspecified)

assay / entry,41,42,43,44,45
RGS4 inhibitor,23%,8%,-32%,?,-22%
GLS inhibitor,0%,2%,10%,1%,4%
ERG Ets-DNA blk,1%,-4%,-2%,-3%,1%
HP1b binding inh,?,37%,-8%,?,25%
JMJD2A Tudor inh,45µM*,-8%,?,2.5µM*,-7%
BAZ2B block,-36%,·,-9%,-22%,·
ALOX12 inh,-30%,-12%,?,?,-15%
PI4K2A inh,0,-1,-7,-1,0
G9a block,50µM*,·,45µM*,0.32µM*,·

# Source: PubChem (National Center for Advancing Translational Sciences (NCATS))

# Not all compounds are listed (hit frequency here may not be typical).
